mIAP act = mouse IAP activation. muIAP, CDP-Star luminescence, 30 min; active compounds read high; 1 = vehicle-only enzyme signal, 0 = enzyme-free wells. activation factor at 10 µM. actives 0.24% (n = 330,000). AID 2805;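 active means activation factor of at least 2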; further: the source names both 10 and 20 µM as test concentration; values of inactives mirror those of a sister screen read the other way
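System: mouse IAP enzyme. Reagent: CDP-Star chemiluminescent phosphatase substrate. Benchmarks: DMSO wells, no-enzyme wells. Times: 30 min enzyme-substrate-compound incubation at room temperature. Detection: luminescence from enzymatic CDP-Star hydrolysis. Doses: test compounds delivered from DMSO solution.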
NLRP3 yeast inh = NALP3 inhibition in yeast | AID 2825 | inhibition, % at 10 µM | Yeast reconstituted NLRP3/ASC/caspase-1, beta-gal luminescence, 24 h | actives 0.39% (n = 330,000);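 active means inhibition of 50% or more; inactive means inhibition below 50%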;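 further: plate controls were induced DMSO wells for no effect and uninduced yeast grown without galactose for full effect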
tim10-1 inh = tim10-1 yeast growth inhibition; AID 463190; S. cerevisiae tim10-1 ts strain growth, BacTiter-Glo, 24 h; inhibition, % at 20 µM; actives 2.2% (n = 330,000);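 active means inhibition of at least 40%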;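 further: mutant grown at 25 °C; 0% = DMSO wells with yeast and 100% = wells holding no yeast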
mIAP inh = mouse IAP inhibition. purified mouse IAP, CDP-Star luminescence, 30 min. inhibition, % at 10 µM. actives 0.2% (n = 330,000);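 active means inhibition of at least 40% at 10 µM in the primary screen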;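 further: plate controls were DMSO with enzyme for no effect and no enzyme wells for full effect; values of inactives mirror those of a sister screen read the other way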
hIAP act = human IAP activation | P09923 | purified human IAP, CDP-Star luminescence, 30 min; active compounds read high; 1 = vehicle-only enzyme, 0 = enzyme-free background | activation factor at 10 µM | actives 0.16% (n = 330,000);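 active means activation factor of the enzyme at least 2-fold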; further: the source names both 10 and 20 µM as test concentration; values of inactives mirror those of a sister screen read the other way
Target sequence (P09923 whole entry, looked up): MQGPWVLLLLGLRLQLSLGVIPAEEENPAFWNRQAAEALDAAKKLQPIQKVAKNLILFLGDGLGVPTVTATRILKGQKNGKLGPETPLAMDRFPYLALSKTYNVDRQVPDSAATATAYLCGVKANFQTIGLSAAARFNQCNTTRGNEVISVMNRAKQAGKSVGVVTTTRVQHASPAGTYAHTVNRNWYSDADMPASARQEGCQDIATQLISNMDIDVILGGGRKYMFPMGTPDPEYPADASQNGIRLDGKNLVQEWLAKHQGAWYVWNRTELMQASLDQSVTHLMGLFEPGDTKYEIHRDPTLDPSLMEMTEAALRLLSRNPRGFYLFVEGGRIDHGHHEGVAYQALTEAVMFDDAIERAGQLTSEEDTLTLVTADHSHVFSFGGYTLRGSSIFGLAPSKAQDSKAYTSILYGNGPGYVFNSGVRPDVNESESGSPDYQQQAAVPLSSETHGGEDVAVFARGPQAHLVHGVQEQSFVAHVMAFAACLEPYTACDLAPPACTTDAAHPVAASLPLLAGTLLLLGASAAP
TIM10 inh = TIM10 yeast growth inhibition | S. cerevisiae TIM10 strain growth, BacTiter-Glo luminescence, 24 h | inhibition, % at 10 µM | actives 1.4% (n = 330,000) | AID 463195;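 active means inhibition of 40% or more at the single tested concentration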;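 further: wild-type TIM10 isogenic control strain grown at permissive 25 °C; 0% = DMSO yeast wells and 100% = minimal medium wells without yeast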
hIAP inh = blocks human intestinal alkaline phosphatase | P09923 | purified IAP, CDP-Star luminescence, 30 min | inhibition, % at 10 µM | actives 0.12% (n = 330,000) | AID 2544;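 active means inhibition reaching a set limit with compound at 10 µM in the primary screen, cut at about 35% in these data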;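 further: plate controls were DMSO wells with enzyme for no effect and no-enzyme buffer wells for full effect; values of inactives mirror those of a sister screen read the other way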
Apaf1 inhib = inhibitors of human Apaf-1 apoptosome | O14727 | reconstituted apoptosome caspase-3 activity, DEVD-Rh110 fluorescence | inhibition, % at 20 µM | actives 0.71% (n = 330,000); active means inhibition of at least 40% at 20 µM;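 further: plate controls were DMSO wells for no effect and DEVD-CHO caspase inhibitor wells for full effect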
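Material: reconstituted apoptosome with Apaf-1, cytochrome c, caspase-9, procaspase-3, dATP; medium: pH 7.5 Hepes buffer with CHAPS, BSA, DTT; also added: cytochrome c and DEVD-Rh110 substrate; timing: 30 min plus 50 min, RT; signal: Rh110 fluorescence intensity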
ATG4B inh = inhibitors of human ATG4B cysteine protease | Q9Y4P1 | ATG4B cleavage of LC3-PLA2, NBD-HPC fluorescence, 1 h | inhibition, % at 8.33 µM | actives 0.51% (n = 340,000) | AID 504462; in the data active means inhibition above about 40%
Target sequence (Q9Y4P1 whole entry, looked up): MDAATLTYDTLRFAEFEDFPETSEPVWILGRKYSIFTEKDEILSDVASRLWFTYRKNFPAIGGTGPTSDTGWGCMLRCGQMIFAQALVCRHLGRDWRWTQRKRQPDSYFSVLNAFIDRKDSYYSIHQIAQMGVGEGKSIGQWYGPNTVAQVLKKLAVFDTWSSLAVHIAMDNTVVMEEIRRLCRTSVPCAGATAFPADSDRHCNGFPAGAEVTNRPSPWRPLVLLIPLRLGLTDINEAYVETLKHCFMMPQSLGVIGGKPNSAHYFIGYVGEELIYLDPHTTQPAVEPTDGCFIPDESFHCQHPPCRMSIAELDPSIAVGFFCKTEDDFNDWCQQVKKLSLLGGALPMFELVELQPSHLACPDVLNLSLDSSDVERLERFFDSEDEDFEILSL
The depositor's hits bear a star; . = not tested or not shown.

Molecule	mIAP act	NLRP3 yeast inh	tim10-1 inh	mIAP inh	hIAP act	TIM10 inh	hIAP inh	Apaf1 inhib	ATG4B inh
COCCCN1C(=O)C(=O)/C(=C(/O)c2ccc(S(=O)(=O)N3CCCCC3)cc2)C1c1ccc(O)cc1 (centres undefined)	1.02	-9.8	-2.4	-1.8	0.918	-0.4	8.2	15.4	3.5
COc1cc(/C=C/C(=O)OCC(=O)N2CCCCCC2)ccc1OCC#N	0.975	-5.4	13.3	2.5	1.15	5.3	-15.1	-8.5	-12.5
O=C(O)CN1C(=O)/C(=C\c2cc([N+](=O)[O-])ccc2OCc2ccccc2Cl)SC1=S	0.793	6.4	27.8	20.7	0.899	13.4	10.1	21.5	74.9*
C=CCN(Cc1ccc(Cl)s1)C(=O)CNC(=O)CNC(=O)c1ccc(Cl)cc1Cl	1.14	13.9	16.4	-13.6	1	2.5	-0.5	13.4	0.8
CC1(C)CC2CC(C)(CN2C(=O)COC(=O)Cn2[nH]c(=O)c3ccccc3c2=O)C1 (centres undefined)	1.01	5.1	18.4	-1.1	0.914	16.5	8.6	-0.3	0.9
COc1ccc(N2CCN(C(=O)C3CC(O)CN3S(=O)(=O)c3ccc([N+](=O)[O-])cc3)CC2)cc1 (centres undefined)	0.953	9.7	-0.2	4.7	0.898	8.8	10.2	0.6	-8.5
Cc1ccc(CN2CCN(/N=C/c3ccc(C(=O)O)cc3)CC2)c(C)c1	1.06	37.4	-4.6	-5.7	1.05	-17.3	-4.6	3.7	-9.0
CCOc1cccc(C2C(C(=O)c3cccs3)=C(O)C(=O)N2Cc2cccnc2)c1 (centres undefined)	0.975	-4.7	11.5	2.5	1.01	-17.1	-1.4	-18.0	-7.7
CC(=O)N1CCn2c3c(c4cc(C)ccc42)CCCC31 (centres undefined)	1.06	18.8	5.6	-6.0	1.1	10.6	-9.8	-4.8	-4.1
CCOc1ccc(NC(=O)CCC(=O)n2nc(C)cc2C)cc1	0.859	-4.7	2.6	14.1	0.852	-3.7	14.8	2.0	.
COc1cc(CSc2nc(-c3ccccc3)cc(=O)[nH]2)cc(OC)c1	0.911	3.1	19.5	8.9	0.944	19.1	5.6	12.6	-2.2
CN(Cc1nnc(SCC(=O)NCCc2ccccc2)n1C)S(=O)(=O)c1ccccc1	1.05	9.8	-3.4	-4.9	1.03	2.2	-3.1	-4.4	-12.5
COc1nc(-c2ccccc2)ccc1-c1noc(-c2cccs2)n1	0.962	2.1	9.5	3.8	1.24	-18.5	-23.8	22.2	-6.0
CC(C)c1ccc(S(=O)(=O)N2CCN(C(C)C(=O)NC3CCCC3)CC2)cc1 (centres undefined)	1.02	5.3	13.4	-1.8	1.05	-30.5	-4.7	10.8	-0.9
Clc1ccc(Cc2noc(CN3CCN(c4ccccc4)CC3)n2)c(Cl)c1	1.03	12.5	17.0	-3.1	0.817	-14.8	18.3	7.0	-8.5
CSCC[C@H](NC(=O)c1ccc(OCC2CCCO2)cc1)c1nc2ccccc2[nH]1 (some centres undefined)	1.88	8.8	-0.9	-87.7	1.09	-9.2	-9.5	8.7	-1.3
O=C1NC(=S)N/C1=C\c1ccc(Oc2ccc(C(F)(F)F)cc2[N+](=O)[O-])c(Cl)c1	1.04	-2.6	-2.0	-3.7	1.65	-29.0	-65.3	-14.5	5.3
Cc1ccnc(NC(=O)c2ccc(OCC3CCCO3)cc2)c1 (centres undefined)	0.976	11.2	13.1	2.4	1.02	6.6	-2.3	-0.2	-6.0
O=C(CCN1C(=O)/C(=C/c2cccc(Br)c2)SC1=S)Nc1cccnc1	0.849	7.6	12.0	15.1	1.18	7.1	-17.9	8.7	7.1
COC(=O)c1nc2ccc(C)cn2c1F	1.01	13.1	-9.3	-0.9	0.923	-5.9	7.7	-1.8	-3.6
COC(=O)c1ccc2c(=O)n(CC3CCCO3)c(SCC(=O)Nc3ccccc3OC)nc2c1 (centres undefined)	1.05	12.4	16.7	-5.4	0.887	2.4	11.3	24.1	-6.0
O=C(COc1ncnc2sccc12)NC1CCCCC1	0.917	18.7	-6.6	8.3	0.962	-3.4	3.8	5.9	12.5
CCOC(=O)c1csc(-n2nc(C)cc2C(F)(F)F)n1	0.897	12.9	6.6	10.3	1.09	-5.2	-8.6	-3.4	-2.6
COc1ccc(CCC(C)NCc2ccc(F)cc2)cc1 (centres undefined)	1.03	22.1	-10.8	-3.2	1.29	4.2	-29.5	-5.5	6.3
C#CCOC(=O)Nc1ccc(=O)n(Cc2c(Cl)cccc2Cl)c1	1.02	18.2	13.5	-2.5	1.03	-13.2	-2.7	6.5	-10.4
CN1C[C@@H]2C(c3ccc(Cl)nc3)C3(c4ccc(C#N)cc4)CC2(C3)[C@H]1c1ccccc1 (some centres undefined)	0.984	11.9	25.3	1.6	0.908	10.4	9.2	15.4	-7.0
COc1ccccc1CN1C[C@@H]2C[C@@H](c3ccc(C)cc3)N3CCC[C@@]23C1=O	0.961	27.3	15.8	3.9	0.971	-0.3	2.9	9.0	8.2
COc1cccc(OCCCn2ccnc2)c1	1.06	11.2	-9.4	-6.4	1.03	-6.0	-2.8	2.7	-6.3
CCOC(=O)C1=C(COC(=O)/C=C/c2ccc(OC)c(OC)c2)NC(=O)NC1C (centres undefined)	0.949	16.0	10.3	5.1	1.11	12.6	-10.6	16.9	-1.5
O=S(=O)(Nc1cccc(S(=O)(=O)N2CCCCC2)c1)c1ccc(Cl)s1	0.933	-4.5	-1.5	6.7	1.35	3.8	-35.1	4.2	3.6

Two of the compounds above, with values under each structure:
Results follow in this order: mIAP act | NLRP3 yeast inh | tim10-1 inh | mIAP inh | hIAP act | TIM10 inh | hIAP inh | Apaf1 inhib | ATG4B inh
- COc1ccc(N2CCN(C(=O)C3CC(O)CN3S(=O)(=O)c3ccc([N+](=O)[O-])cc3)CC2)cc1 (centres undefined)
→ 0.953 | 9.7 | -0.2 | 4.7 | 0.898 | 8.8 | 10.2 | 0.6 | -8.5
- Cc1ccnc(NC(=O)c2ccc(OCC3CCCO3)cc2)c1 (centres undefined)
→ 0.976 | 11.2 | 13.1 | 2.4 | 1.02 | 6.6 | -2.3 | -0.2 | -6.0

Next section.
Molecule	mIAP act	NLRP3 yeast inh	tim10-1 inh	mIAP inh	hIAP act	TIM10 inh	hIAP inh	Apaf1 inhib	ATG4B inh
Cc1ccc(C(=O)Nc2ccccc2N2CCCC2)cc1S(=O)(=O)N1CCOCC1	0.996	0.0	30.1	0.4	0.916	13.1	8.4	15.1	4.0
Cc1[nH]c2ccccc2c1/C=N\NC(=O)Cn1nnc(-c2ccccc2)n1	0.978	4.2	11.3	2.2	1.02	4.4	-2.2	1.0	4.2
COc1ccccc1N1CCN(S(=O)(=O)c2ccc(F)cc2)CC1	0.971	-8.8	35.4	2.9	0.929	6.6	7.1	3.5	5.5
CCC(C)NS(=O)(=O)c1ccc(NC(=O)c2cccs2)cc1 (centres undefined)	0.881	-0.7	-12.2	11.9	0.972	5.8	2.8	3.5	-6.2
O=C(c1ccc(Br)o1)N1CCN(c2ccccc2F)CC1	0.958	11.9	24.8	4.2	0.837	6.6	16.3	2.4	1.5
Cc1nn(CCC(N)=S)c2nc(-c3cccs3)cc(C(F)(F)F)c12	0.749	22.1	44.0*	25.1	0.966	54.5*	3.4	27.9	12.3
COc1cc2c(cc1O)C(Cc1ccc(O)cc1)[N+](C)([O-])CC2 (centres undefined)	0.938	15.9	-3.8	6.2	1.04	-0.5	-4.3	1.0	-11.3
COc1cc(OC)cc(N(C(=O)CNC(=O)c2cccs2)C(C(=O)NCC2CCCO2)c2ccccc2)c1 (centres undefined)	0.99	6.4	-2.4	1.0	0.868	4.2	13.2	10.0	-3.6
Cc1sc2nc(CN3CCCC3)nc(N3CCN(S(=O)(=O)c4ccccc4)CC3)c2c1C	0.95	9.7	6.3	5.0	1.06	7.6	-5.8	37.4	26.4
COc1ccc(CCNC(=S)NC2CCN(Cc3ccccc3)CC2)cc1	1.21	15.4	-2.9	-20.8	1.1	-11.0	-9.7	7.1	-7.9
COc1ccc(C(CNC(=O)c2[nH]c(C)c(C(C)=O)c2C)N2CCOCC2)cc1 (centres undefined)	1.14	-1.2	2.9	-13.9	1.09	1.1	-8.9	12.2	-2.4
O=C(O)CCc1nc(-c2ccc(Cl)cc2)no1	0.942	14.5	6.8	5.8	1.07	2.7	-6.6	-4.6	-1.6
CC(=O)OC[C@H]1O[C@H](C/C=N/O[C@@H](C)c2cn([C@H](CO)Cc3ccccc3)nn2)C=C[C@@H]1OC(C)=O	0.956	-0.4	2.8	4.4	0.885	-0.5	11.5	-1.8	.
Cc1ccc(NC(=O)C(=O)NCc2ccc(/C=C(/C#N)C(=O)NCc3cccnc3)o2)cc1C	0.94	10.2	10.7	6.0	1.08	4.9	-8.5	1.5	-6.1
CN1CCN(c2nc3c(c(=O)[nH]c(=O)n3C)n2CCCSc2ncccn2)CC1	1.02	17.6	2.6	-2.5	0.859	7.5	14.1	-5.0	-5.5
CCN(Cc1cccc(OC)c1)CC1CCCN(CCc2cccc(OC)c2)C1 (centres undefined)	0.906	30.5	8.3	9.4	1.04	-12.0	-4.4	4.1	-3.7
CC(=O)Nc1ccc(NC(=O)C(C)Oc2ccc(C)nc2[N+](=O)[O-])cc1 (centres undefined)	1	1.0	6.0	-0.1	0.876	3.2	12.4	-5.8	-8.6
CN(C)CCCN(C(=O)c1cccs1)c1nc2cc3c(cc2s1)OCO3	0.939	17.3	19.2	6.1	0.854	11.0	14.6	-10.7	-14.6

Three entries already listed, ordered by the number in hIAP inh, descending:
smiles	hIAP inh
CC(=O)Nc1ccc(NC(=O)C(C)Oc2ccc(C)nc2[N+](=O)[O-])cc1 (centres undefined)	12.4
CCN(Cc1cccc(OC)c1)CC1CCCN(CCc2cccc(OC)c2)C1 (centres undefined)	-4.4
O=C(O)CCc1nc(-c2ccc(Cl)cc2)no1	-6.6
